Screening results (PubChem)
ELG1 repair inh: ELG1-dependent DNA repair inhibition | HEK293T ELG1-luciferase reporter, luminescence, 16 h; DNA damage induced by 5-fluorouridine | Potency, µM (titrated, usually from 46.1 µM), for inactives: top-dose activity change, negative = inhibition, actives largely listed as inhibitors | AID 504467 | 330,000 tested, 2.3% active; note: potency is the fitted concentration of half-maximal effect; % is set by controls: 0 for no effect and ±100 for the full control effect; nearly all actives have a fitted effect of over 55% in size
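5-Fluorouridine DNA damage + compound/DMSO, 2,000 cells/well, 16 h, 37 °C/5% CO2. ONE-Glo, 30 min RT, luminescence. Readout = decrease in reporter signal.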
Tb PFK block: T. brucei PFK enzyme inhibition | T. brucei PFK, ADP-Glo luminescence | Potency, µM (series often up to 57.5 µM), for inactives: at the top dose activity, negative = inhibition, hits mostly inhibitors | 330,000 tested, 0.17% active | AID 485367;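 note: potency is the fitted concentration of half-maximal effect; 0% = uninhibited 1x PFK enzyme wells and -100% = no-enzyme wells; nearly all actives have a fitted effect of over 60% in size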
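Compounds were pin-transferred as a titration series up to 57 uM into substrate buffer (0.5 mM F6P, 0.1 mM ATP, pH 8.0), then 1.25 nM PFK was added and reactions ran 45 min before ADP-Glo detection.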
S-ASM inh: inhibitors of human secretory acid sphingomyelinase; 340,000 tested, 0.006% active; placental ASM, HMU-PC fluorogenic substrate, 60 min; Potency, µM (top dose mostly 57.5 µM), for the others: at the top dose activity change, negative = inhibition, most hits filed as inhibitors; note: potency is the fitted concentration of half-maximal effect
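qHTS format. ASM enzyme prepared from human placenta hydrolyses the fluorogenic substrate HMU-PC0 (9 uM final) over 60 min at 37 °C after a 10 min compound preincubation.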
Chronic BCR inh: blocks chronic active B-cell receptor signaling. ABC-DLBCL IkBa-CBG/CBR reporter, luminescence ratio, 4 h. Potency, µM (series often up to 46.1 µM), without a hit: at the highest dose ratio change, negative = lower green/red ratio, hits mostly inhibitors. 340,000 tested, 0.05% active; active = well fitted inhibition curve with a large enough effect in the signal ratio, with a control signal flat, not every such curve was filed as active; inconclusive = small, poorly fitted or top-dose-only effect, or effect the other way, or a change in a side signal; the % refers to the signal ratio;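 note: potency is the fitted concentration of half-maximal effect; plate controls were basal doxycycline-induced cells for no effect and cells given 10 µM MG132 for full effect; MG132 reads +100%, hits lower the ratio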
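Doxycycline induced both beetle luciferases in TMD8 lymphoma cells; IKK-driven degradation limits the IkappaBalpha-fused green signal, while red luminescence normalises for cell number and nonspecific effects. Compounds tested up to 46 uM, 4 hrs.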
TCR activator: activates T cell receptor signaling. Potency, µM (series often up to 9.22 µM), inactives show at the top dose activation of IL-2 secretion, most hits filed as activators. 330,000 tested, under 10 active. AID 504894. primary human leukocytes, anti-CD3, IL-2 HTRF, 48 h; note: % of control where 0% means no effect
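Primary human leukocytes incubated 48 hr with anti-CD3 beads plus compound, without co-stimulation. Secreted IL-2 measured by HTRF (europium cryptate/d2 anti-IL-2 pair, 320 nm excitation, 665 nm emission).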
AT treatment: potential ataxia-telangiectasia treatments restoring KAP-1 phosphorylation; […] A-T fibroblasts, KAP-1 phosphorylation AlphaLISA; neocarzinostatin DNA damage 30 min before lysis; Potency, µM (highest dose often 57.5 µM), for inactives: top-dose activation, usual class: activators; 320,000 tested, 0.19% active; AID 485349; note: potency is the fitted concentration of half-maximal effect; % of control where 0% means no effect; nearly all actives have a fitted effect of over 45% in size
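ATM-like activity read as KAP-1 phosphorylation via AlphaLISA donor/acceptor antibody pairs after lysis and 6 hr at 25C. Cells were ATM-null patient fibroblasts ([…], hTERT), dosed 60 min, then exposed to the DSB inducer NCS for 30 min.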
Integrin act MD: activators of alpha7 integrin expression for muscular dystrophy; 350,000 tested, 0.064% active; alpha7betagal myoblasts, beta-gal FDG fluorescence, 48 h; Potency, µM (series often up to 38.3 µM), for inactives: at the highest dose activation, actives largely listed as activators;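 note: potency is the fitted concentration of half-maximal effect; 100% = response of the positive control SU9516; nearly all actives have a fitted effect of over 60% in size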
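alpha7betagal+/- myoblasts (passage 13, 250/well) treated 48 h at 37C with compounds at 1:260 dilution of DMSO stock. Lysed, then beta-galactosidase activity read as FDG fluorescence (ex 480/em 540) after 30 min, with pre-read for autofluorescence.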
Eya2 phos inh: blocks the phosphatase activity of human Eya2 | Potency, µM (top dose mostly 76.9 µM), inactives show at the highest dose activity, negative = inhibition, hits mostly inhibitors | O00167 | 330,000 tested, 0.006% active | recombinant Eya2, OMFP fluorescence dephosphorylation (OMFP is methylfluorescein phosphate); note: potency is the fitted concentration of half-maximal effect; % is set by controls: 0 for no effect and ±100 for the full control effect
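Eya2 protein (added as 0.2 uM solution) was preincubated with compound for 10 min at ambient temperature in 50 mM HEPES pH 7.5, 50 mM NaCl, 5 uM MgCl2, 0.05% BSA, 1 mM DTT. OMFP (added at 50 uM) then reacted 10 min; fluorescence read at 485/525 nm.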
TSHR antag: antagonists of human thyroid stimulating hormone receptor; P16473; TSHR-expressing cells, TSH-stimulated cAMP HTRF, 2 h; stronger effect = lower value; activity change, negative = inhibition, % at 11.5 µM; 330,000 tested, 0.2% active; AID 504810;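 active = activity change below a set negative limit, meaning inhibition stronger than a set level, cut at about -70% in these data; inconclusive = activity change between two set negative limits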; note: % is set by controls: 0 for no effect and ±100 for the full control effect
Target sequence (P16473 whole entry, looked up): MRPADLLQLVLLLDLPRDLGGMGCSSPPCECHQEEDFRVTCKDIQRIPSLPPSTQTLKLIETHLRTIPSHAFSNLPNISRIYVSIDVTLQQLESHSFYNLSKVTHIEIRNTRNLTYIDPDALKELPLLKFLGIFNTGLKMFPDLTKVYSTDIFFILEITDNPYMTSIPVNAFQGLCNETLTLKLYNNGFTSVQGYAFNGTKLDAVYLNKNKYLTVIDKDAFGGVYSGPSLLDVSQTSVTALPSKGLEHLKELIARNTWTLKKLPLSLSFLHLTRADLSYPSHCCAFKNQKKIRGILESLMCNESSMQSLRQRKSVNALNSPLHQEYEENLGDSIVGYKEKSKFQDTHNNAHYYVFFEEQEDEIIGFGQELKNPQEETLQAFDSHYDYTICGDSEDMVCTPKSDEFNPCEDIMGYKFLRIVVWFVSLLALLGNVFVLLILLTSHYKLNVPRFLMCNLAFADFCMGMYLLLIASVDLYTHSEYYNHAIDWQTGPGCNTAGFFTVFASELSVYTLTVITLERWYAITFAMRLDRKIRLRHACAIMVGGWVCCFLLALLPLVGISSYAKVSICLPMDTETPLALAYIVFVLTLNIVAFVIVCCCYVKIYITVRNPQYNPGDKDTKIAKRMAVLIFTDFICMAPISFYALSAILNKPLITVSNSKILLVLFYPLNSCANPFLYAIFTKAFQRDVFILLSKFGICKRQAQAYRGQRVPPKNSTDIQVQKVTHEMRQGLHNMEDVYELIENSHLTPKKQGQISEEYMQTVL
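Inhibition of cAMP made by TSHR-expressing cells under TSH stimulation (4nM final, EC80; 2 h, 37 deg C) is quantified with a one-step lysis HTRF kit, anti-cAMP cryptate versus cAMP-d2.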
Mito fusion yeast: inhibitors of mitochondrial division or activators of mitochondrial fusion | S. cerevisiae fusion-defective mutant growth rescue, CellTiterGlo 48 h | Potency, µM (top dose mostly 46.1 µM), for inactives: top-dose growth rescue (activation), hits mostly activators | 320,000 tested, 0.23% active | AID 485298;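 note: potency is the fitted concentration of half-maximal effect; % of control where 0% means no effect; nearly all actives have a fitted effect of over 45% in size; temperature-sensitive fusion mutants such as fzo1-1 at 37 °C on non-fermentable ethanol glycerol medium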
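Compounds are tested for their ability to restore growth of mitochondrial fusion-defective yeast strains at non-permissive 37C in YPEG medium over 48 hours. Viability is quantified by luciferase luminescence.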
PTAP TSG101 blk: blocks PTAP/TSG101 interaction to inhibit HIV-1 budding. Q99816. AID 493005. 340,000 tested, under 10 active. Potency, µM (titrated, usually from 115 µM), for inactives: top-dose activity change, negative = inhibition, hits mostly inhibitors. Fluorescence polarization, FITC-PTAP peptide / Tsg101 binding; active = well fitted inhibition curve with a large enough effect in the main read-out, with a control signal flat, not every such curve was filed as active; inconclusive = small, poorly fitted or top-dose-only effect, or effect the other way, or a change in a side signal; inactive = no such curve, though single readings can be large or run the other way; note: potency is the fitted concentration of half-maximal effect; % of control where 0% means no effect
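Compounds were pin-transferred onto Tsg101 binding domain (10 uM final) in HEPES pH 7.5 buffer, then FITC-PTAP peptide was added at 50 nM final. After 20 min at RT, polarization reported peptide displacement across a qHTS concentration series.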
* = called active by the depositor; ? = inconclusive; · = not tested or not shown; [ ] = remark or other dose. Unless noted, calls come from the whole dose curve; as a rule, active = well fitted curve in the direction sought with a large enough effect; inconclusive = small, poorly fitted or top-dose-only effect, or another doubt; inactive = no such curve, though single readings can be large; an effect the other way counts as inactive or inconclusive.

no. | SMILES | ELG1 repair inh | Tb PFK block | S-ASM inh | Chronic BCR inh | TCR activator | AT treatment | Integrin act MD | Eya2 phos inh | TSHR antag | Mito fusion yeast | PTAP TSG101 blk
1 | COc1cccc(C(=O)NCCS(=O)(=O)NCC2CCCO2)c1 (stereo not given) | 13.3% | -0.7% | 6.9% | 7.1% | -4.1% | 5.4% | 1.8% | -7.2% | 5.9 | -4.4% | -0.8%
2 | COCCCNS(=O)(=O)c1ccc(C)cc1 | 11.8% | 1.8% | 4.5% | -9.6% | · | -2.4% | 3.0% | 3.0% | -3.4 | -2.9% | -12.4%
3 | Cc1ccc(N(C)S(=O)(=O)c2cccc(C(=O)NCC(c3cccs3)N3CCOCC3)c2)cc1 (stereo not given) | -10.2% | 1.2% | -1.1% | -0.2% | 6.0% | 2.3% | -8.9% | 16.2% | -3.7 | -0.9% | -3.3%
4 | CCn1c(-c2ccccc2)ccc(C#N)c1=O | 21.4% | -1.4% | -0.6% | 1.3% | -1.3% | 5.6% | 15.1% | -2.3% | 1.0 | -8.9% | -3.8%
5 | CC(C)(C)c1nnc(NC(=O)CCS(=O)(=O)Cc2ccccc2)s1 | -1.7% | 1.2% | 2.8% | ? | 2.2% | -1.1% | -39.7% | -1.4% | 0.2 | -0.1% | 1.9%
6 | N/C(=N\OS(=O)(=O)c1ccc(Br)cc1)c1ccncc1 | -4.0% | 3.5% | 7.9% | -0.8% | -2.8% | -9.1% | 3.9% | 3.4% | -1.1 | -0.8% | -3.6%
7 | Cc1ccc(N/C(N)=N/c2nc(C)cc(C)n2)cc1 | 0.5% | 5.4% | 1.1% | ? | 1.3% | -5.1% | -24.3% | 0.8% | 1.4 | -0.8% | -2.6%
8 | CCC(C)NC(=O)CNC(=S)N(Cc1ccccc1)Cc1cccnc1 (stereo not given) | -1.1% | 3.6% | -0.5% | -0.8% | -7.7% | -3.6% | -4.0% | -3.8% | 6.5 | -2.2% | 0.6%
9 | Cc1cc(NC(=O)c2cc(-c3cccs3)on2)nn1Cc1ccc(Cl)cc1 | -9.9% | -1.0% | -5.8% | -0.3% | -0.2% | 7.6% | 19.8% | -0.3% | 11.5 | 1.3% | -5.3%
10 | COC(=O)c1cc(S(=O)(=O)N(C)C2CCCCC2)cn1C | 18.9% | -2.9% | 5.9% | 0.1% | -7.6% | -0.5% | 1.3% | -4.5% | -1.3 | 1.3% | -2.7%
11 | CCc1ccc(Nc2nnc(SC3CCOC3=O)s2)cc1 (stereo not given) | ? | 22.2% | -0.7% | -15.5% | 11.9%[46.1 µM] | -1.7% | 0.0% | -7.6% | -10.0 | -11.1% | -0.6%
12 | Cc1ccc2nc(-c3cccnc3SCC(=O)N3c4ccccc4CC3C)[nH]c2c1 (stereo not given) | ? | -4.1% | 7.2% | ? | 4.8% | -6.5% | -12.6% | -1.1% | 11.8 | 21.3% | 1.8%
13 | Cc1cc(C)c([N+](=O)[O-])cc1NC(=O)CCSc1ccccc1Cl | ? | -3.4% | -12.1% | 1.4% | 2.5%[46.1 µM] | 3.8% | 10.5% | -3.2% | 14.9 | -5.0% | 1.3%
14 | CCC(C)(C#CCN1CCCCC1)OCCC#N (stereo not given) | 12.3% | -0.6% | 1.5% | -0.6% | 0.5%[46.1 µM] | 1.0% | 25.9% | 1.2% | -1.4 | -13.1% | 1.0%
15 | CCN(CC)S(=O)(=O)c1c(Br)cc(C)cc1Br | -8.9% | -1.0% | -1.0% | ? | 4.1% | 0.6% | -10.0% | 0.3% | -6.8 | 2.9% | -1.5%

(cont.)
no. | SMILES | ELG1 repair inh | Tb PFK block | S-ASM inh | Chronic BCR inh | TCR activator | AT treatment | Integrin act MD | Eya2 phos inh | TSHR antag | Mito fusion yeast | PTAP TSG101 blk
16 | CC(=O)NCCC(=O)Nc1cc(S(=O)(=O)Nc2ccc(Cl)cc2)ccc1N1CCCC1 | -18.3% | -15.7% | 1.0% | -1.5% | 9.0% | 2.0% | 26.5% | -13.3% | -2.2 | 1.7% | -5.9%
17 | CCCCN1C(=O)C(=O)N(CC(=O)c2ccc[nH]2)C1=O | 14.7% | -0.2% | 0.9% | 5.9% | 1.9% | -1.6% | 13.7% | -1.4% | 9.3 | -0.6% | 2.6%
18 | COc1cc(OC)c(C2=NOC(C(=O)N3CCc4ccccc4C3)C2)cc1Cl (stereo not given) | ? | -6.0% | -14.1% | 3.2% | -8.0% | · | -18.4% | -31.0% | 20.4 | 8.0% | -5.7%
19 | Cc1ccc(CSCC2Nc3ccc(C(=O)N4CCN(c5cccc(C)c5)C(C)C4)cc3NC2=O)cc1 (stereo not given) | 2.7% | 0.3% | · | -1.6% | · | -1.3% | · | 13.0% | -11.8 | 20.5% | ·
20 | CCC(C)NC(=O)C1CCCN(S(=O)(=O)c2ccc(-n3cnnn3)cc2)C1 (stereo not given) | 0.0% | -10.5% | 3.8% | 1.4% | -5.9% | 1.5% | -0.9% | 10.7% | 9.7 | -3.1% | -2.8%
21 | CCN(CC(=O)NC1CCS(=O)(=O)C1)S(=O)(=O)c1cc([N+](=O)[O-])ccc1C (stereo not given) | ? | -0.3% | 1.9% | 3.4% | 3.5% | 1.9% | -3.8% | -23.3% | -3.5 | 6.1% | -1.2%
22 | Cc1nc(SC(C(=O)c2ccccc2)c2ccccc2)n[nH]1 (stereo not given) | 5.1% | -1.5% | -2.3% | -4.4% | -0.2% | -3.8% | -23.9% | -29.5% | -12.7 | 2.7% | -2.3%
23 | Fc1cccc(Cl)c1CNc1ccc(N2CCCC2)cc1 | ? | 4.7% | 3.1% | ? | 7.7% | 1.0% | -60.9%[inhibitor] | -1.4% | -8.4 | -0.2% | -3.2%
24 | CCC(=O)N(CC(=O)Nc1sc(C)c(C)c1C(N)=O)C1CCCCC1 | -6.8% | 1.1% | 2.4% | 4.7% | -0.2% | 3.1% | 15.9% | ? | -2.0 | -0.9% | -1.3%
25 | Cc1cc(NC(=O)CC2(CC(=O)O)CCCC2)n(C)n1 | 0.7% | -0.9% | 8.4% | 0.4% | -6.1% | 5.6% | 5.6% | 4.9% | 4.0 | 0.3% | 0.6%
26 | CC(C)C(=O)NNc1ccc(C(F)(F)F)cn1 | -2.9% | -0.5% | 1.8% | 0.0% | 1.3% | -3.9% | 2.9% | 11.3% | 1.4 | -0.7% | 0.3%
27 | CCCCOc1cccc(C(=O)O)c1 | -1.0% | 1.1% | 6.1% | 3.7% | 2.1% | 3.3% | -0.3% | 10.5% | 0.6 | 1.8% | -4.1%
28 | CC(=O)c1cccc(CN2CCN(Cc3ccc(F)cc3)C(CCO)C2)c1 (stereo not given) | -7.8% | -2.0% | 1.2% | -2.6% | -3.8% | 10.6%[11.5 µM] | -5.9% | -0.4% | 2.1 | 1.3% | -0.9%
29 | O=C(c1ccccc1F)N(Cc1nc2ccccc2c(=O)[nH]1)C1CCCC1 | -12.0% | 3.6% | -5.2% | -9.0% | -5.3% | 5.0% | -11.8% | 5.4% | -14.0 | 12.0% | -4.0%
30 | CCC(O)CNc1nc(SC)nc2sc3c(c12)CCN(C)C3 (stereo not given) | · | -2.1% | 305.8%[activator] | ? | -23.0% | · | -33.2% | -8.9% | -3.9 | -1.3% | -5.0%
31 | CC(C)Cn1c(SCC(=O)N2CCc3ccccc3C2)nc2cc(Cl)ccc2c1=O | 18.4µM* | -2.0% | · | -0.3% | -4.1%[46.1 µM] | 6.8% | -18.3% | 2.9% | -5.8 | 9.9% | 0.4%
32 | COc1ccccc1CNC(=O)CCC(=O)Nc1nnc(C)s1 | 17.7% | 21.2% | 1.6% | -0.8% | -8.0% | -1.6% | 19.7% | -11.7% | -2.3 | -0.9% | -0.1%

As entered above.
TSHR antag, `CC(C)Cn1c(SCC(=O)N2CCc3ccccc3C2)nc2cc(Cl)ccc2c1=O` stands at -5.8
Mito fusion yeast, `O=C(c1ccccc1F)N(Cc1nc2ccccc2c(=O)[nH]1)C1CCCC1` stands at 12.0%
Tb PFK block, `CCC(O)CNc1nc(SC)nc2sc3c(c12)CCN(C)C3` (stereo not given) stands at -2.1%
